HSP90 inh = HSP90 refolding inhibition in rabbit reticulocyte lysate; luciferase refolding luminescence, 3 h; inhibition, % at 5.6 µM; 0.91% of 290,000 active;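 active = inhibition above the screen-wide mean plus 3 SD, computed separately per campaign, cut at about 16% in these data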;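 also: 0% = DMSO wells and 100% = 60 µM geldanamycin wells; inhibitors lower the luminescence because luciferase stays unfolded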
PolyA inh = inhibitors of polyadenylation in S. cerevisiae; S. cerevisiae SKY197-pL101 polyadenylation reporter, beta-gal luminescence; efflux-impaired pdr1/pdr3 knockout yeast; score 100 = 6 SD above DMSO; calls only at 12 µM; 0.02% of 300,000 active; AID 1875;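 active = lowest replicate activity score at least 50, where 100 means six control SD above control mean; inconclusive = lowest score under 50 but half or more replicates reach 50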;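 also: yeast exposed to compound for 9 h at 30 °C; higher score means more reporter readthrough which indicates perturbed polyadenylation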
HSF-1 act = increases HSF-1 driven luciferase reporter signal; 1.7% of 300,000 active; activation, % at 9 µM; NIH3T3-HGL HSF-1 luciferase reporter, MG132, 8 h; 100% = twice DMSO control signal;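 active = mean replicate activation of at least 50% with a set share of replicates each reaching 50%; inconclusive = only one of those two conditions met; inactive = mean below 50% and too few replicates reaching it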;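 also: 0% = median of the neutral control wells and 100% = twice that signal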
AI-2 QS modul = modulates the Vibrio harveyi AI-2 quorum sensing system; activity change, % at 7.5 µM; Vibrio harveyi JMH597 AI-2 luminescence/OD600 ratio, 9 h; stronger effect = lower value; strain lacks LuxN and CqsS sensors; 0 = neutral-control median; 0.4% of 300,000 active; AID 2094; in the data active = activity change below about -75%, passing the limit was not always enough; inconclusive = no clear call, values can overlap the other calls;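 also: luminescence divided by OD600 gain over 9 h not by final OD600 alone; inactives centre near 13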
DYRK1A inh = blocks rat Dyrk1A kinase activity; ADP-Glo luminescence, NFATc1 peptide; inhibition, % at 12.5 µM; 0.43% of 310,000 active; AID 504441; in the data active = inhibition above about 50%;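 also: plate controls were vehicle with enzyme for no effect and no enzyme for full effect; many of its hits are not listed in these tables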
HSF1 inh = HSF1 inhibition. 0.77% of 300,000 active. NIH3T3-HGL HSE-luciferase, MG132-induced, luminescence 8 h; stronger effect = lower value. activity change, negative = inhibition, % at 7.5 µM (by protocol);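 active = more than half of replicate wells show activity change below -50%, luminescence cut by over half; inconclusive = some wells, but at most half, below -50%; inactive = no replicate well below -50%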;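 also: luciferase reports HSF-1 transcriptional activity via heat shock element; 0% = median of DMSO wells and -100% = zero luminescence signal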
GSK3B inh = inhibitors of human GSK3beta kinase | 0.038% of 300,000 active | GST-GSK3beta kinase, ADP-Glo luminescence, 60 min; stronger effect = lower value | P49841 | activity score (negative = inhibition), % at 10 µM | AID 2097;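 active = more than half of replicate wells score below -50%, meaning over 50% inhibition versus plate controls; inconclusive = some replicates but at most half score below -50%; inactive = no replicate scores below -50%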;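 also: 0% = median DMSO wells and -100% = median GW8510 positive control wells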
Target sequence (P49841 whole entry, looked up): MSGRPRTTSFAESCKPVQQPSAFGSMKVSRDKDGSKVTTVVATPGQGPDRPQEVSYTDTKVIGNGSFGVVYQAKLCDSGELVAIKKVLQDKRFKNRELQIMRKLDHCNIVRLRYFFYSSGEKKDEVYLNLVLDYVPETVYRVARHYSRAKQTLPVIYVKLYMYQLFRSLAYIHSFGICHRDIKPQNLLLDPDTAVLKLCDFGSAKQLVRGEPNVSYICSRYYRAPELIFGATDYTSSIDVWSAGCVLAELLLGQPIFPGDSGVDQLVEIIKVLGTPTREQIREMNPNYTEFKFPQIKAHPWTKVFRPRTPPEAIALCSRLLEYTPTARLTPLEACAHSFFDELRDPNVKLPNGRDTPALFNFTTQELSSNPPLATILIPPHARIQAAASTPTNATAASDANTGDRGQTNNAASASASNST
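Assay system: GST-fused GSK3beta enzyme, cell-free / Medium: Tris pH 7.5 buffer with MgCl2, DTT, BSA, heparin / Also added: peptide substrate plus 25 µM ATP (final) / Compound: 10 µM single point / Timing: kinase reaction with compound 60 min at room temperature / Detection: ADP-Glo luminescence / Benchmarks: DMSO neutral wells and GW8510 at 20 µM as positive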
GSK3 alpha inh = blocks human GSK-3 alpha kinase | 0.1% of 320,000 active | ADP-Glo luminescence, 60 min | P49840 | inhibition, % at 10 µM;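 in the data active = inhibition above about 50%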;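 also: GST-tagged GSK-3 alpha with peptide substrate and 25 µM ATP; 0% = DMSO neutral wells and 100% = GW8510 positive control wells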
Target sequence (P49840 whole entry, looked up): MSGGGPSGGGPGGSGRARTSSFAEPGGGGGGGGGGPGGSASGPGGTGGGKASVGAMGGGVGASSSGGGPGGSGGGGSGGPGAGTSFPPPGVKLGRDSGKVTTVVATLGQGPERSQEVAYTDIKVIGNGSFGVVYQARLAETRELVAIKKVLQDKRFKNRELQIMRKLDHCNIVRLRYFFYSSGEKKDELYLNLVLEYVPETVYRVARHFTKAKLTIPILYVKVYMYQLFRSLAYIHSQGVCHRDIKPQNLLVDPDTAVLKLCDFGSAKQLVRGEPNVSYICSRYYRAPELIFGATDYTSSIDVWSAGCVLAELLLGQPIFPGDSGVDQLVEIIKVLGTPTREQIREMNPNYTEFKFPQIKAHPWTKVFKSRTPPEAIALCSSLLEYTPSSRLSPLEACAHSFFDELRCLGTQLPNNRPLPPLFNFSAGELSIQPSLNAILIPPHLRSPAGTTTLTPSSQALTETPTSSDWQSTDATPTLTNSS
Platelet DG rel = platelet dense granule release activity; inhibition, %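 (compounds screened at 7.5 µM in platelet-rich plasma)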; human platelet-rich plasma, SFLLRN dense granule ATP release, luminescence; 0.22% of 300,000 active;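 active = mean replicate score, as percent of positive control, at or above 50; inconclusive = mean below 50 but at least one replicate at or above 50; inactive = mean and every replicate below 50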
HDAC3 inhib = blocks human histone deacetylase 3; O15379; recombinant HDAC3, fluorogenic peptide/trypsin coupled, fluorescence; inhibition, % at 8.3 µM; 0.15% of 320,000 active; AID 2718; in the data active = inhibition above about 26%, passing the limit was not always enough; inconclusive = no clear call, values can overlap the other calls
The depositor's hits bear a star; i = inactive; u = inconclusive; x = no result given.

no.	HSP90 inh	PolyA inh	HSF-1 act	AI-2 QS modul	DYRK1A inh	HSF1 inh	GSK3B inh	GSK3 alpha inh	Platelet DG rel	HDAC3 inhib	SMILES
1	3	i	-2	24	-4	4	-2	-1	0	7	Cc1ccccc1COC[C@H](CC(C)C)N1CCN(C(=O)c2cccc(C(F)(F)F)c2)CCC1=O
2	-1	i	-1	22	5	-3	2	2	4	-7	O=C(Nc1ccccc1C(=O)Nc1ccccc1)c1cccs1
3	1	i	-3	22	-3	-3	5	-2	3	-2	Cc1cccc(Cc2nnc(CCC(=O)N3CCCC(CN4CCOCC4)C3)o2)c1 (stereo not drawn)
4	2	i	2	20	-1	11	-3	0	-3	0	Fc1cccc(F)c1/C=N/NC(=S)Nc1cccnc1
5	-4	i	-6	4	11	-7	0	-1	-6	-5	Cc1ccc(NC(=O)CCC(=O)Nc2ccc(C)cc2)cc1
6	2	i	-1	13	1	-7	0	0	1	1	Cn1nc(C(F)(F)F)c(CO)c1Sc1ccc(F)cc1
7	6	i	4	2	9	-3	-1	2	-4	-123	Cc1cccn2c(=O)c3cc(C(=O)NC4CCCC4)c(=N)n(C4CCCCC4)c3nc12
8	-2	i	21	1	4	17	-3	-3	-17	0	C=CCNc1ncnc2c1cnn2-c1cccc(C)c1
9	7	i	6	10	x	-4	2	10	-11	1	CC1CC1C(=O)Nc1cc(C(F)(F)F)ccc1N1CCOCC1 (stereo not drawn)
10	x	i	x	12	-6	-5	-4	-1	-2	-2	O=C1O[C@@H]([C@H](O)CO)C(O)=C1O
11	-3	i	24	4	-1	5	2	-3	-5	-10	COc1cc(NC(=O)CN2C(=O)NC(c3ccccc3)(c3ccccc3)C2=O)c(C)cc1[N+](=O)[O-]
12	-3	i	1	5	-3	2	-4	-1	-3	-10	O=C(CNC(=O)Cc1ccccc1)NCc1cccc(C(F)(F)F)c1
13	0	i	19	18	13	-5	1	-2	-2	2	COc1cc(OC)cc(C(=O)NC2CCSc3ccccc32)c1 (stereo not drawn)
14	-1	i	4	17	0	-1	1	-1	-1	1	CC(=O)ON1C(C)(C)CC(OC(=O)c2ccccc2)CC1(C)C
15	0	x	x	x	11	x	x	1	x	3	COC(=O)c1ccccc1NC(=O)c1ccco1
16	-1	i	18	13	-3	5	1	8	10	u	Cc1c(C(=O)N2CCN(c3ccccc3F)CC2)oc2c1C(=O)CC(C)(C)C2

Looked up above.
Under HSF1 inh, CC(=O)ON1C(C)(C)CC(OC(=O)c2ccccc2)CC1(C)C reads -1
Under Platelet DG rel, COc1cc(NC(=O)CN2C(=O)NC(c3ccccc3)(c3ccccc3)C2=O)c(C)cc1[N+](=O)[O-] reads -5

The listing continues.
no.	HSP90 inh	PolyA inh	HSF-1 act	AI-2 QS modul	DYRK1A inh	HSF1 inh	GSK3B inh	GSK3 alpha inh	Platelet DG rel	HDAC3 inhib	SMILES
17	-3	i	-9	15	-5	-2	-8	-2	3	-3	C=CCn1c(SCC(=O)c2cc(C)n(CCOC)c2C)nc2sc(C)c(C)c2c1=O
18	3	i	1	16	1	1	0	0	-6	6	Clc1ccc(CSc2nnnn2-c2ccc3c(c2)OCO3)c(Cl)c1
19	-3	i	2	16	8	-7	0	-3	-1	4	Cn1nnnc1SCc1c(F)cccc1F
20	4	i	-3	2	x	-9	3	1	26	2	Cc1cc(Cl)ccc1OCC(O)CN1C(C)CCCC1C (stereo not drawn)
21	5	i	16	12	-7	0	4	2	-7	5	CN(C)C(CNc1ccc(C(F)(F)F)cc1[N+](=O)[O-])c1ccccc1 (stereo not drawn)
22	-3	i	-14	8	-5	5	-1	x	22	x	O=[N+]([O-])c1cc(CSC2=NCCN2)ccc1O
23	5	i	4	45	-2	8	0	1	-3	x	O=C(C[n+]1ccc(C(=O)N/N=C/c2ccc(OCc3ccccc3)cc2)cc1)c1ccccc1
24	1	i	-12	14	0	0	-3	-2	-4	1	NC(=O)c1cc(S(=O)(=O)Nc2cccc(Cl)c2)cs1
25	0	i	4	30	x	4	2	1	2	7	CCOc1ccc(NC(=O)COC(=O)Cc2ccc(S(=O)(=O)N3CCOCC3)s2)cc1
26	1	i	42	32	2	10	-3	6	-7	10	CCCCS/C(=C(/C#N)C(N)=O)c1cc2c([nH]1)CCCC2
27	0	i	1	14	-3	-5	0	3	7	-12	Cc1ccc(Sc2cnc(N)nc2C)cc1
28	x	i	-16	14	-3	-7	0	0	x	-2	Cc1ccc(S(=O)(=O)NC(CC(C)C)C(=O)NCC(C)(C)N2CCOCC2)cc1 (stereo not drawn)
29	7	i	11	21	-2	2	-4	0	0	0	Cc1occc1-c1nnc(SCC(=O)N(C)C)o1
30	7	i	-4	31	-4	-10	1	-3	0	0	CCC(C)NS(=O)(=O)c1ccc(-c2csnn2)s1 (stereo not drawn)
31	1	i	-9	17	3	-3	0	-1	-2	8	O=C(c1ccc2c(=O)n(CC3CCCO3)c(=S)[nH]c2c1)N1CCN(c2ccccc2)CC1 (stereo not drawn)
32	-1	i	-5	12	-6	-8	-1	-3	-3	3	O=C(Cc1ccc(F)cc1)N1CCC(N2CCC(C(=O)N3CCOCC3)CC2)CC1
33	5	i	17	17	1	6	5	0	-2	-2	O=C(Nc1ccccc1)c1ccc(NCCN2C(=O)CCC2=O)c([N+](=O)[O-])c1
34	7	i	49	28	x	8	3	2	-6	-1	O=C(CNC(=S)N(Cc1ccccc1)Cc1ccccc1F)NCCc1ccccc1
35	5	i	10	3	1	-5	0	-1	8	0	COCCSc1nnc(NC(=O)C2CCN(C(=O)c3ccco3)CC2)s1
36	-1	i	5	14	-8	-2	-1	2	x	-4	CCOC(=O)C(NC(=O)CC)(Nc1ccc(S(=O)(=O)Nc2onc(C)c2C)cc1)C(F)(F)F (stereo not drawn)
37	3	i	-13	-3	x	1	2	0	-14	1	Cc1ccc(C(=O)NNc2c3ccccc3nc3ccccc23)cc1
38	1	x	16	23	4	7	3	-2	-5	-1	COc1cccc(CNC(=O)c2cc3oc4ccccc4c3n2C)c1OC
39	2	i	-1	17	-2	-1	0	6	11	5	Cc1ccc(CN2CCNC(=O)C2CC(=O)N(Cc2c(C)nn(C)c2C)C2CC2)o1 (stereo not drawn)
40	-1	i	4	4	3	-9	1	-5	-4	1	O=C(Cn1c(O)c(/C=C2\C=Nc3ccccc32)sc1=O)Nc1ccc2c(c1)OCO2
41	-1	i	0	22	2	5	-1	-1	-26	-1	CCOC(=O)c1c(NC(=O)c2cc3n(n2)C(C(F)(F)F)CC(c2ccccc2)N3)sc(C)c1C (stereo not drawn)
42	x	i	-4	20	x	2	1	-2	19	4	O=C(OCc1nc2scc(-c3ccccc3)c2c(=O)[nH]1)c1ccco1
43	x	i	5	19	-3	0	1	0	-3	-2	Cc1cccc(OCC(=O)NCC(c2cccs2)N2CCOCC2)c1 (stereo not drawn)
44	2	i	-4	14	4	1	-5	-3	-8	12	CCCCN1C(=O)c2ccc(C(=O)Nc3ccc(C)c(S(=O)(=O)N(C)C)c3)cc2C1=O
45	4	i	21	2	7	0	1	2	11	-1	Cc1cc(NC(=O)c2ccc(C#N)cc2)on1
46	3	i	1	-1	-9	-14	1	x	-3	1	O=C(Nc1cc(C(F)(F)F)ccc1N1CCOCC1)c1cccc(F)c1
47	x	i	-12	1	0	0	0	0	4	6	COc1ccc(S(=O)(=O)N2CCC(C(=O)Nc3nnc(C)s3)CC2)cc1OC
48	-2	i	-46	5	17	-30	0	x	-8	-1	COc1ccc(NC(=O)/C(C#N)=C\c2cc(OC)c(OCc3ccc(C(=O)O)cc3)cc2Br)cc1
49	1	i	-1	5	x	-7	1	0	-8	1	O=C(CN1CCN(c2ccc(O)cc2)CC1)Nc1ccc2c(c1)OCCO2
50	0	i	-8	19	1	0	1	-2	1	3	COc1ccc(N2CCN(C(CNS(C)(=O)=O)c3ccco3)CC2)cc1 (stereo not drawn)
51	-2	i	-9	36	x	-25	0	-3	-10	2	CCn1cc(C(=O)O)c(=O)c2cc(F)c(N3CCN(S(=O)(=O)c4ccc(Br)cc4)CC3)cc21
52	-1	i	-5	16	x	-5	1	-3	-2	2	O=C(c1cc(NC(=O)C23CC4CC(CC(C4)C2)C3)cc(NC(=O)C23CC4CC(CC(C4)C2)C3)c1)N1CCCCC1
53	1	i	-7	7	5	10	2	2	-1	3	COc1cc2cc(C(=O)N/N=C/c3ccccc3Cl)[nH]c2cc1OC
54	2	i	-20	2	-4	-2	0	-2	8	3	Cc1noc(C)c1S(=O)(=O)N1CCC(C(=O)N2CCN(c3ccc(Cl)cc3)CC2)CC1
55	-2	i	-2	28	6	-5	0	-3	-1	1	Cc1occc1C(=O)NC(C)CCc1ccccc1 (stereo not drawn)
56	-2	i	10	-5	0	6	2	-1	3	2	O=S(=O)(c1cccc(COc2ccc(Cl)cc2Cl)c1)N1CCOCC1
57	3	i	7	21	1	-2	1	-1	-5	-3	CC(=O)N(C)c1ccc(NC(=S)NCC(C)C)cc1
58	-1	i	-24	17	x	-18	-6	7	-5	2	CC(C)(C)NCCCOc1ccc(Cl)cc1C(C)(C)C
59	2	i	-43	14	-12	-28	-1	-3	8	-1	CN(C)c1ccc(CNC23CN4CN(CN(C4)C2)C3)cc1
60	0	i	-28	51	0	-22	1	-1	-3	-5	COc1ccc(NC(=O)c2sc(N3CCOCC3)nc2-c2ccccc2)c(OC)c1
61	-5	i	16	13	x	6	1	-1	3	-82	Cc1ccc(-c2nc(C#N)c(NCC3CCCO3)o2)cc1 (stereo not drawn)
62	x	i	9	26	11	1	-1	1	0	3	CCN(CC(=O)Nc1c(F)cccc1F)C(=O)C1CCN(S(=O)(=O)c2ccc(C)cc2C)CC1
63	9	i	-20	36	1	-11	3	-1	7	2	CC(=O)OC1(C(F)(F)F)Oc2ccccc2NC1=O (stereo not drawn)
64	-1	i	2	8	6	6	0	-1	2	0	Nc1nc2c(s1)COc1ccccc1-2
65	1	i	25	32	x	4	2	-3	2	-3	CC(NCc1nc2ccccc2n1C)C12CC3CC(CC(C3)C1)C2 (stereo not drawn)
66	3	i	20	7	-2	2	2	0	-3	1	CCCn1c(NC(=O)c2ccccc2Br)nc2ccccc21
67	-1	i	-3	-37	x	-4	2	-3	17	-18	CCOC(=O)c1cccc(NC(=O)CN2C(=O)C3CC=CCC3C2=O)c1 (stereo not drawn)
68	-2	i	14	6	0	1	2	3	12	1	CC(C)C(C(=O)OCC(=O)c1cccc([N+](=O)[O-])c1)N1C(=O)[C@@H]2[C@H]3CC[C@H](C3)[C@@H]2C1=O (stereo partly drawn)
69	1	i	18	18	12	-5	-2	-1	0	3	CC1(C)CC(=O)C2=C(C1)OC(N)=C(C#N)C2c1ccccc1[N+](=O)[O-] (stereo not drawn)
70	0	i	-5	3	0	6	1	x	2	-2	Cc1cccc(N2CCN(C(=O)C3CCN(c4nnc(-n5cccc5)s4)CC3)CC2C)c1 (stereo not drawn)
71	-1	i	3	15	1	14	2	3	1	3	O=C(c1coc2ccccc2c1=O)N1CCN(c2cccc(C(F)(F)F)c2)CC1

An excerpt, so the mix of outcomes need not match the whole.
